# Compound activity deposited in PubChem BioAssay by several laboratories.
# MC4R ag barr = human MC4R agonism via beta-arrestin | AID 540308 | 0.98% of 360,000 active | U2OS MC4R beta-arrestin complementation, luminescence; percent of melanotan II response, DMSO zero | activation, % at 8.9 µM;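 active means activation above a per-plate cutoff, the mean activation of sample wells on that plate plus 3 SD, cut at about 8% in these data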
# Target sequence (P32245 whole entry, looked up): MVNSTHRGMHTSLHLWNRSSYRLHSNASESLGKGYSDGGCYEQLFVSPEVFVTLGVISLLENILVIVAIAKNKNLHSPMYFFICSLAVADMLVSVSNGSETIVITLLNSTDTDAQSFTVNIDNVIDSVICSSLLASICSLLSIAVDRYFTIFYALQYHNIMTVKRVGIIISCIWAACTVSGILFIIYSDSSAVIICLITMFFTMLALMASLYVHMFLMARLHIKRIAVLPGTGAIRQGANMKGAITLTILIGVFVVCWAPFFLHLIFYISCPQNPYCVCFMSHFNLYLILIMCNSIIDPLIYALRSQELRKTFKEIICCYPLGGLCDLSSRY
# PDI turbidity = blocks human protein disulfide isomerase activity; PDI insulin aggregation turbidity, A650, 90 min; 0.052% of 350,000 active; inhibition, % at 10 µM; P07237;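 active means mean inhibition across replicates of 30% or more, whatever share of single replicates reach that level; inconclusive means mean inhibition below 30% while every single replicate reaches 30%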;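 further: absorbance from insulin aggregation driven by PDI reduction with DTT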
# MC4R antag cAMP = blocks human MC4R cAMP signaling; inhibition, % at 6.5 µM; P32245; MC4R-expressing cells, MTII-stimulated cAMP, LANCE TR-FRET; 0.48% of 360,000 active;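 active means inhibition above its plate's cutoff, the mean of tested wells on that plate plus 3 SD, cut at about 29% in these data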;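 further: 0% = Melanotan II alone and 100% = Melanotan II plus saturating MCL0020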
#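 Material: human MC4R-expressing U2OS cells. Probe or stimulus: Melanotan II challenge. Dosing: 6.5 µM single dose. Times: 30-min compound, 1-h challenge, 1-h detection, room temperature. Technique: TR-FRET with Eu-cAMP and labeled anti-cAMP, 671 nm. Replication: singlicate.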
# ABCB6 inh 2 = inhibitors of human ABC transporter ABCB6; fluorescence ratio to DMSO, % at 10 µM; AID 602162; Q9NP58; 0.19% of 360,000 active; K562-ABCB6 porphyrin accumulation, flow cytometry, 1 h; hits give low values;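 active means fluorescence ratio to DMSO below 75%, the collection mean minus 3 SD; inconclusive means too few cells collected in the well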;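 further: signal is porphyrin accumulated inside mitochondria; 100% equals median channel fluorescence of DMSO control wells; lower ratio means ABCB6 inhibition with less porphyrin fluorescence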
# HTR2A ag = agonists of mouse serotonin 5-HT2A receptor (HTR2A); P35363; CHO-K1 mHTR2A beta-arrestin complementation, luminescence; percent of 30 µM serotonin response; activation, % at 7.6 µM; 0.66% of 360,000 active; AID 624169;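 active means activation above a run cutoff, the mean activation of all tested compounds plus 3 SD, cut at about 14% in these data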;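 further: 0% = plate median of compound wells and 100% = 30 µM serotonin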
# Target sequence (P35363 whole entry, looked up): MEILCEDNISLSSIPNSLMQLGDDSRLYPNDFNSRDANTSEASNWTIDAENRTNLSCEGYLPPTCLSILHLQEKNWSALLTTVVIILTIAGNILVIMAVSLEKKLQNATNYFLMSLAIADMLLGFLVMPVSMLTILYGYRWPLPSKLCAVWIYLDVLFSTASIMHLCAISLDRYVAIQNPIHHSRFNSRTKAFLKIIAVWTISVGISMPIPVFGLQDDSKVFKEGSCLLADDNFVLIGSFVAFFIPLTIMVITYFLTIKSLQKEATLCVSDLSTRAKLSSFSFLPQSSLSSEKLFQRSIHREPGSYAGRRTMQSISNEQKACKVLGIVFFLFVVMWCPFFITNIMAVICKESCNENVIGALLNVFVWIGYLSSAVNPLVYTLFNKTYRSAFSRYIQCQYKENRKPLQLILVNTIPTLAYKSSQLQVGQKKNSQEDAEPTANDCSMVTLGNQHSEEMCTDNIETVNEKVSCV
# Vif inh = HIV Vif inhibition | HEK293T cells, Vif self-association by quenched fluorescence, imaging, 24 h | inhibition, % at 7.49 µM | 0.35% of 340,000 active; in the data active means inhibition above about 50%, passing the limit was not always enough; inconclusive means no clear call, values can overlap the other calls; inactive means below about 31%; further: some results filed as inactive read as strong as hits
# aDG glyco act = increases alpha dystroglycan glycosylation | Pro5-aDG cells, alpha-DG glycosylation AlphaScreen (IIH6); 0% Pro5, 100% B10-LARGE cell signal | activation, % at 10 µM | 0.22% of 360,000 active | AID 624168;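 active means activation of at least 8% versus controls, or a plate z-score of at least 8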;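 further: Pro5 are CHO cells carrying HIG-tagged alpha-DG that lacks glycosylation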
# Cardio protect = protects H9c2 cardiomyocytes from peroxide injury. protection from H2O2 cell death, % at 20 µM. H2O2 injury protection, ATPLite, 2 h. 0.63% of 360,000 active;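 active means compounds giving at least 50% protection of heart cells from peroxide-induced death in the single-dose screen, raw or plate-pattern-corrected value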;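 further: 0% = DMSO wells with peroxide and 100% = DMSO wells without peroxide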
# CaV13 FRET inh = Primary screen for inhibitors of IQ motif and Ca2+-dependent inactivation inhibitor domain binding in CACNA1D, Förster resonance energy transfer in living cells, …. HEK cells, CFP/YFP FRET ICDI-IQ, plate reader, 10 min; percent FRET-ratio fall versus neutral wells. inhibition, % at 12.3 µM. 0.098% of 340,000 active. AID 743397;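 active means mean replicate inhibition of at least 30% and at least 1% of replicates passing that level; inconclusive means only one of the two criteria is met; inactive means neither criterion is met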;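 further: 0% = median of the neutral control wells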
# Glyco luc inh = blocks N-linked glycosylation in D54 reporter cells. reporter increase, % at 12.5 µM. D54 ERlucT glycosylation luciferase reporter, 24 h; percent of 100 nM tunicamycin response. 0.23% of 360,000 active;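 active means mean luciferase reporter signal, scaled so untreated is 0 and the glycosylation-blocking control 100, at or above a set limit in every replicate; inconclusive means mean reaches the limit but not every replicate does; inactive means mean below the limit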;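 further: luciferase carries N-glycosylation sites so blocking glycosylation raises the light; 0% = median of neutral control wells and 100% = median of 100 nM tunicamycin wells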
# The depositor's hits bear a star; u = inconclusive; x = no result given.
SMILES,MC4R ag barr,PDI turbidity,MC4R antag cAMP,ABCB6 inh 2,HTR2A ag,Vif inh,aDG glyco act,Cardio protect,CaV13 FRET inh,Glyco luc inh
CCCC(=O)N1CC(=O)Nc2ccc(F)cc2C1c1ccccc1 (centres undefined),0.7,7,3,105,-2,7,0.9,4,-5,2
COc1cccc(NC(=O)C2C3C=CC(O3)C2C(=O)NCc2cccnc2)c1 (centres undefined),0.7,0,2,104,-1,-4,0.5,-1,-6,0
CCOc1ccc(N(CC(=O)NCCc2ccccc2)S(=O)(=O)c2ccccc2)cc1,-0.4,1,4,90,2,20,0.1,-2,-3,-5
CC(C)(C)NC(=O)CC(c1ccccc1)c1ccccc1O (centres undefined),-0.7,-1,-2,95,1,5,-0.2,6,-5,-2
CC(C)Cn1cnc2c(SCc3ccc(Cl)cc3)nc(N)nc21,-1.4,3,0,101,-4,-4,-0.1,-17,-6,3
COc1ccc(OC)c(NC(=O)c2ccc(S(=O)(=O)N3CCOCC3)cc2)c1,1.3,-4,-3,101,0,4,-0.2,-3,-5,1
COc1ccc(N(CC(=O)NC2CCCCC2)S(=O)(=O)c2cccs2)cc1,0.1,0,1,94,-3,7,-0.1,14,-2,-3
CC1(C)Cc2c(C#N)c(SCCC#N)nc(N3CCOCC3)c2CO1,-1.5,6,-7,101,-1,-4,-0.2,3,-2,2
O=C(O)c1cccc(-c2ccc(/C=C3/SC(=Nc4ccccc4)N(Cc4cccnc4)C3=O)o2)c1,2.3,-2,3,97,5,1,0.1,-6,-20,-1
Cc1ccc2c(c1)cc1c(=O)n(CC(=O)NCCN3CCCC3)nc(C)n12,-0.9,-4,13,98,-3,2,0.1,8,x,4
COCc1cc(C)n(CC(=O)Nc2ccc(N3CCOCC3)cc2)c(=O)c1C#N,-2.5,-1,9,102,9,2,-0.1,-2,-5,0
CCOC(=O)CCCC(=O)N1CCOCCOCCN(C(=O)CCCC(=O)OCC)CCOCCOCC1,1.1,1,2,91,11,-2,-0.3,6,-4,4
CCOC(=O)NC1(C(F)(F)F)NC(=O)N(Cc2ccco2)C1=O (centres undefined),-0.3,13,1,97,5,5,-0.2,0,-7,2
Cc1cccc(OCCCC(=O)NCC(=O)Nc2cccc(C)c2C)c1,-2.5,18,1,98,-11,0,-0.2,0,-3,-2
COc1ccc(NC2CCCN(C(=O)CCn3cccn3)C2)cc1 (centres undefined),-1.3,0,13,97,5,-1,0.2,1,-7,2
Cc1cc(S(=O)(=O)N2CCOCC2)ccc1OCC(=O)Nc1ccccc1F,-1.2,-3,13,100,2,3,-0.1,0,-3,0
CS(=O)(=O)N1CCN(C(=O)c2c(F)cccc2F)CC1,-1.6,12,-9,109,-1,21,0.3,2,-8,0
CCCCn1c(=O)[nH]c(=O)c2c1nc(CN(C)Cc1cccc(OC)c1OC)n2CCC,1.5,-4,0,102,0,-5,0.0,26,-19,-1
CCOc1ccc(Nc2n[nH]c(=S)s2)cc1,-2.2,-8,6,100,1,0,0.0,-6,-4,0
Cc1cc(OCCCCN2C(=O)NC(C)(C)C2=O)ccc1[N+](=O)[O-],0.2,1,28,93,3,6,-0.2,-24,-2,-2
COC(=O)c1sc(N2C(=O)C(O)=C(C(=O)c3ccc(C)o3)C2c2ccc(OC)c(OC)c2)nc1C (centres undefined),-2.8,-2,188*,103,-2,u,-0.1,-2,x,0
COc1ccc(C(=O)/C=C/c2ccccc2)c(O)c1,1.9,x,6,98,-4,-2,0.3,-10,x,19
CCCCS(=O)(=O)N1CCC(C(=O)Oc2ccc(Cl)cc2)CC1,-0.2,-3,3,99,4,1,0.0,0,-3,4
CC1Oc2ccccc2OC1C(=O)Nc1ccccn1 (centres undefined),-0.9,0,9,88,-1,-6,-0.2,-3,x,-3
Cc1nnc2n(Cc3ccccc3)c(=O)c3c4c(sc3n12)COC(C)(C)C4,2.0,-10,20,97,3,-1,-0.2,18,-4,6
CC(=O)c1cccc(N(CC(=O)Nc2ccc(F)cc2)S(C)(=O)=O)c1,-1.7,5,3,99,-2,14,0.3,6,-4,-1
CNc1ccc(Br)cc(C(=O)/C=C/c2cccc(OC)c2)c1=O,-1.6,9,3,106,6,9,-0.2,21,-4,6
CCOC(=O)Cn1c(=O)c2c(nc3n2CCCN3Cc2ccccc2)n(C)c1=O,-2.0,-3,-4,97,-2,-6,0.2,5,-3,3
CCn1ccnc1CN(C)C(=O)CCc1nnc(CCCc2ccccc2)o1,2.7,4,-5,94,2,4,-0.3,0,1,0
CCOC(=O)N(C)[C@H]1C[C@H]2c3[nH]c4ccccc4c3CCN2C[C@H]1[C@H](C)O,x,x,x,107,2,23,0.2,3,-8,3
CCn1nnc(-c2ccccc2NC(=O)c2cc(OC)cc(OC)c2)n1,1.0,-1,9,100,-2,9,-0.1,19,-7,6
CCOc1ccc(NC(=O)c2[nH]c(C)c(C(C)=O)c2C)cc1,0.9,7,9,106,-1,35,-0.3,-3,-19,-5
COc1cccc(CNC(=O)Cc2ccc(NC3=NC4CS(=O)(=O)CC4S3)cc2)c1 (centres undefined),-0.3,x,5,95,-6,5,-0.1,3,-5,3
O=C(O)CNC(=O)C(c1ccccc1)c1ccccc1,-0.8,13,4,100,0,13,-0.1,11,3,2
O=S(=O)(Nc1ccccc1N1CCCC1)c1ccccc1C(F)(F)F,0.9,12,9,100,8,1,-0.2,-12,-13,-3
Cc1ccccc1Cn1ccc(NC(=O)c2cnn3c(C(F)(F)F)cc(-c4ccco4)nc23)n1,-0.5,1,-15,95,-2,-8,-0.4,60*,x,-3
CCOC(=O)C1CCN(CCC(=O)Nc2ccc(C)c(C)c2)CC1,-0.7,-5,1,99,-3,1,0.0,3,-4,0
Cc1ccc(C)c(C(=O)CN2C(=O)NC3(CCCCCCC3)C2=O)c1,-2.3,1,10,94,-1,3,0.3,-2,-1,-2
CCc1nnc(NC(=O)/C=C/c2ccc(C)o2)s1,-1.5,-9,-5,97,2,x,-0.1,22,-4,2
CCN(CC)C(=O)c1ccc(CS(=O)(=O)c2ccc(Br)cc2)cc1,-0.6,0,-5,100,5,2,0.0,2,-20,-3
COc1cc(C(=O)OCCCN=C2NS(=O)(=O)c3ccccc32)cc(OC)c1OC,-2.4,14,-1,102,-2,3,0.1,3,-7,0
O=C(CSc1nc2cc([N+](=O)[O-])ccc2n1-c1ccc(F)cc1)NC1CCS(=O)(=O)C1 (centres undefined),-2.2,-1,-3,98,-3,5,-0.1,8,-5,-2
Cc1ccc2c(c1)N(C(=O)CCC(=O)NCc1cccc(F)c1)CCO2,-1.2,x,2,100,0,x,-0.2,3,-6,1
COc1ccc2cc(CN(CC3CCCO3)S(=O)(=O)c3ccc(C(C)=O)cc3)c(=O)[nH]c2c1 (centres undefined),2.4,2,-3,97,9,6,0.1,5,-2,2
CCC(C)NC(=O)CCn1c(=O)c2cccn2c2ccc(F)cc21 (centres undefined),-2.7,-1,11,97,-2,25,0.0,1,-2,1
Cc1ccc(N2C(=O)SC(N(CC(=O)O)c3cccc(C)c3)C2=O)cc1 (centres undefined),-1.4,1,0,106,1,-5,-0.1,-1,-8,-4
CCOC(=O)C1=C(COC(=O)c2ccc(Cl)nc2)NC(=O)NC1C (centres undefined),-0.8,2,1,99,-1,6,2.9,3,-6,3
CCN(CC)C(=O)C1CCCN(c2ccc([N+](=O)[O-])cc2/C=N/NC(=O)c2ccccc2)C1 (centres undefined),-2.2,-1,-4,97,14,4,-0.3,42,-7,-2
COc1cc(/C=N/NC(=O)C(N)=O)cc(OC)c1O,-2.6,6,-6,97,-4,-11,0.1,5,-2,-1
COC(=O)c1cccc(NC(=S)N2CCN(c3ccccc3F)CC2)c1,-1.9,-4,-2,u,-3,5,-0.3,-6,-5,2
Nc1nnc(SCC(=O)NCc2ccc3c(c2)OCO3)s1,-0.1,10,11,102,0,1,0.0,3,-6,2
CCC(C)N(C(=O)Cn1nnc2ccccc21)C(C(=O)NCc1ccco1)c1cccc(OC)c1 (centres undefined),-0.9,5,4,103,3,-1,0.5,3,-5,-1
C/C(CC(=O)Nc1ccc(N(C)C)cc1)=N\NC(=O)c1ccccc1Cl,-2.2,-2,8,111,16*,-1,0.2,0,-4,4
Cc1nn2c(COc3ccc(NC(=O)c4ccccc4)cc3)nnc2c2ccccc12,4.2,6,-4,96,1,-13,0.2,5,-5,-1
COc1cc(/C=N/NC(=O)CCC(=O)NC2CCCCC2)ccc1C,-3.2,0,-1,94,-5,51*,0.2,7,-4,0
CCOC(=O)NC(Nc1nnc(SCC)s1)(C(F)(F)F)C(F)(F)F,-1.5,-6,3,96,-1,-1,0.0,6,-5,5
CN(CC(=O)NC(=O)Nc1ccccc1F)Cc1ccccc1,-1.3,-2,0,97,-1,-10,0.0,-4,-6,1
COc1cc(Cl)ccc1OCc1cc(C(=O)N2CCN(C)C(=O)[C@@H]2C)no1,-0.7,0,4,96,-2,-4,0.1,1,-15,-1
O=S(=O)(NCCC1=CCCCC1)c1cccc2nsnc12,-0.4,4,6,102,0,-6,-0.2,-3,-5,-1
CC(C)c1ccc(S(=O)(=O)NCCCN2CCOCC2)cc1,-0.8,-12,10,96,3,1,-0.3,0,-13,-1
# The listing continues:
SMILES,MC4R ag barr,PDI turbidity,MC4R antag cAMP,ABCB6 inh 2,HTR2A ag,Vif inh,aDG glyco act,Cardio protect,CaV13 FRET inh,Glyco luc inh
CC(=O)c1ccc(OC2(C)CCN(Cc3ccccc3OC(F)F)C2)cc1 (centres undefined),1.6,-2,0,93,-7,-1,0.0,-4,-5,-2
COc1ccccc1N1CCN(C(=O)/C=C/c2ccccc2)CC1,-1.6,-3,1,94,-2,-3,0.1,7,-4,-1
O=c1[nH]nc(CNc2ccc(C(F)(F)F)cc2)c2ccccc12,7.2,-1,-13,103,-4,-12,2.2,69*,-5,0
O=C(CSc1nnc(Cc2ccccc2)o1)N1CCc2ccccc21,2.8,-5,14,88,0,-1,-0.1,-2,x,0
CCOC1=C2CN(S(=O)(=O)c3ccc(C)cc3)[C@H](c3cccc(Cl)c3)C[C@H]2[C@H]2C(=O)N(c3ccccc3)C(=O)[C@H]2C1,x,x,x,96,4,30,0.0,-2,-5,-3
CC1CCN(CCCCOc2ccc(F)cc2)CC1,0.4,13,26,101,-11,-4,0.2,-1,x,-3
CC(=O)NCCNC(=O)c1ccc(NC2=NC3CS(=O)(=O)CC3S2)cc1 (centres undefined),-0.3,-6,7,124,8,10,0.0,4,-2,2

# Molecules shown so far with bromine (two):
SMILES,MC4R ag barr,PDI turbidity,MC4R antag cAMP,ABCB6 inh 2,HTR2A ag,Vif inh,aDG glyco act,Cardio protect,CaV13 FRET inh,Glyco luc inh
CNc1ccc(Br)cc(C(=O)/C=C/c2cccc(OC)c2)c1=O,-1.6,9,3,106,6,9,-0.2,21,-4,6
CCN(CC)C(=O)c1ccc(CS(=O)(=O)c2ccc(Br)cc2)cc1,-0.6,0,-5,100,5,2,0.0,2,-20,-3
